PhoP inhibition: PhoP-dependent GFP reporter repression – Salmonella Typhimurium, primary screen (AID 1863); actives 0.16% (n = 300,000); one-dose inhibition, % at 50 µM; IC50 in µM for titrated hits; S. Typhimurium PhoP-regulated promoter GFP reporter, 4 h; higher % means a stronger effect;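 active = inhibition over 29.93%, a cutoff 3 SD above the screen mean, later confirmed by dose response; inconclusive = inhibition over 29.93% but no dose response follow-up; inactive = inhibition at most 29.93% or unconfirmed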;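 also: 0% = low Mg2+ inducing control and 100% = high Mg2+ repressing control; strong numbers were not always called active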
Dengue-2 NS5 capping: Dengue-2 NS5 methyltransferase inhibitors, primary screen, biochemical, confirmation dose response (AID 588689). actives 0.3% (n = 340,000). inhibition, % at 25 µM; hits with a dose series show IC50 in µM. Dengue-2 NS5 methyltransferase capping enzyme assay, biochemical; higher % means a stronger effect; in the data active = a potency from the dose series; inconclusive = inhibition above about 29% without an active follow-up result
CSM14.1 death rescue: rescue of cells from ER stress-induced death, primary screen, 384-well, CSM14.1, thapsigargin, ATP luminescence (AID 1222); cellular ATP content (survival), % at 20 µM; hits with a dose series show EC50 in µM; 190,000 tested, under 10 active; CSM14.1 thapsigargin-induced death rescue, ATP luminescence; higher % means a stronger effect;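 active = EC50 below 50 µM in the dose-response confirmation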;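 also: death triggered by thapsigargin at about 15 µM added after 2 h compound pretreatment; cell ATP read after overnight thapsigargin exposure of roughly 18 to 22 hours; normalized against plate controls of thapsigargin alone and 5% DMSO vehicle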
West Nile virus CPE: West Nile virus antiviral activity, cell-based, CPE readout (AID 1621); actives 0.02% (n = 290,000); CPE inhibition, % at 10 µM, or IC50 in µM where a hit was titrated; West Nile virus-infected cells, CPE inhibition; higher % means a stronger effect; in the data active = a potency from the dose series; inconclusive = CPE inhibition mostly from about 3.7% at the one dose, without a potency; inactive = the rest, 99 in 100 with CPE inhibition below about 2.2%; also: strong numbers were not always called active
RSV antiviral HEp-2: inhibition of RSV-induced cytopathic effect – HEp-2 cells, primary 10 µM value included (AID 2391); actives 0.13% (n = 310,000); HEp-2 cells, RSV-induced CPE inhibition; higher % means a stronger effect; CPE inhibition, % at 10 µM, or IC50 in µM where a hit was titrated; in the data active = a potency from the dose series; inconclusive = CPE inhibition mostly from about 23% at the one dose, without a potency; inactive = the rest, 99 in 100 with CPE inhibition below about 21%; also: strong numbers were not always called active
SV40 large T antigen: SV40 large T antigen inhibitors, biochemical (AID 1903); inhibition, % at 20 µM; hits with a dose series show IC50 in µM; SV40 large T antigen ATPase/helicase inhibition assay; higher % means a stronger effect; actives 0.39% (n = 310,000); in the data active = a potency from the dose series; inconclusive = inhibition mostly from about 32% at the one dose, without a potency; inactive = the rest, 99 in 100 with inhibition below about 32%; also: strong numbers were not always called active
GPR35 arrestin U2OS: inhibition of zaprinast-stimulated GPR35 beta-arrestin translocation – imaging, U2OS, beta-arrestin-GFP, zaprinast agonist, primary screen (AID 2058); U2OS GPR35 beta-arrestin-GFP translocation imaging, zaprinast antagonism; higher % means a stronger effect; inhibition, % at 10 µM; hits with a dose series show IC50 in µM; actives 0.052% (n = 290,000);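 active = inhibition of at least 50% with at least 30 cells and total cytoplasm GFP at most 10,000,000; inconclusive = under 30 cells or total GFP of 10,000,000 plus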
MgcRacGAP inhibition: MgcRacGAP GTPase-activating activity inhibitors, confirmation, biochemical, ADP Hunter fluorescence | AID 624330 | inhibition, % at 30 µM; hits with a dose series show IC50 in µM | actives 0.6% (n = 340,000) | MgcRacGAP-stimulated Rac1 GTP hydrolysis, ADP Hunter fluorescence; higher % means a stronger effect; GST-tagged Rac1 F28L mutant substrate;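 active = first-screen hits whose inhibition reached a set limit at any dose in the follow-up dose series; inconclusive = inhibition above the set first-screen limit but never retested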;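 also: fluorescence reports GDP produced by GAP-driven GTP hydrolysis; strong numbers were not always called active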
LYP inhibition: inhibitors of LYP phosphatase, biochemical, fluorescence intensity, uHTS (AID 1779) | inhibition, % at 11.5 µM; hits with a dose series show IC50 in µM | recombinant LYP phosphatase, fluorescence intensity; higher % means a stronger effect | actives 0.054% (n = 290,000); in the data active = inhibition above about 50%;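 also: plate controls were vehicle with enzyme for no effect and no enzyme for full effect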
The depositor's hits bear a star; ? = inconclusive; . = not tested or not shown.

SMILES | PhoP inhibition | Dengue-2 NS5 capping | CSM14.1 death rescue | West Nile virus CPE | RSV antiviral HEp-2 | SV40 large T antigen | GPR35 arrestin U2OS | MgcRacGAP inhibition | LYP inhibition
Cc1c(C(=O)Nc2nnc(C3CC3)s2)oc2c(Cl)cccc12 | 7% | 1% | . | . | 3.2% | 9% | . | 5% | .
CC(=O)c1ccc(N2CCN(C(=O)c3n[nH]c4ccccc34)CC2)cc1 | 10% | 2% | -1.8% | -1.0% | 0.9% | 9% | 6% | 10% | -4%
COc1cccc(CC2(CO)CCCN(Cc3ccccc3-c3ccco3)C2)c1 (centres undefined) | -2% | -12% | -0.8% | -1.9% | 0.6% | 6% | -2% | 8% | -9%
CCN(c1ccccc1)S(=O)(=O)c1ccc(Cl)c(C(=O)OCC(=O)NC(=O)C(C)C)c1 | 0% | -10% | -0.9% | 0.1% | 0.0% | 5% | 5% | 11% | 4%
O=C(NC1CCCC1)C(c1ccc(F)cc1)N(Cc1ccc(F)cc1)C(=O)CCl (centres undefined) | -2% | -6% | 1.5% | -0.9% | 6.4% | 7% | 2% | 5% | -6%
CCOC(=O)C1CCN(S(=O)(=O)c2ccc(-c3cc(C(F)(F)F)n(C)n3)s2)CC1 | -1% | . | . | -0.2% | . | 3% | 1% | . | -2%
Cc1ccc(OC(=S)Nc2ccc(O)cc2)cc1 | 8% | -20% | -4.5% | -0.1% | 3.4% | 13µM* | -11% | 32µM* | -7%
CC1(C)CC2CC(C)(CN2S(=O)(=O)c2ccc(C(=O)Nc3cccc(S(=O)(=O)N4CCOCC4)c3)cc2)C1 (centres undefined) | 28% | 4% | 4.1% | -2.0% | 4.4% | -18% | 2% | -2% | 8%
COc1ccc(C(=O)C2CCN(C(=S)NCCc3ccccc3)CC2)cc1 | 1% | -1% | -0.6% | -0.4% | 1.7% | 8% | -12% | 7% | -7%
CCOC(=O)Cn1nnnc1C(C(C)C)N(Cc1cc2c(C)cc(C)cc2[nH]c1=O)C1CCCC1 (centres undefined) | -12% | -6% | -4.3% | -0.1% | 9.3% | 15% | -20% | 8% | -5%

Part of the list above, with values under each structure:
Each structure is followed by: PhoP inhibition | Dengue-2 NS5 capping | CSM14.1 death rescue | West Nile virus CPE | RSV antiviral HEp-2 | SV40 large T antigen | GPR35 arrestin U2OS | MgcRacGAP inhibition | LYP inhibition
Cc1c(C(=O)Nc2nnc(C3CC3)s2)oc2c(Cl)cccc12
    7% | 1% | . | . | 3.2% | 9% | . | 5% | .
CC(=O)c1ccc(N2CCN(C(=O)c3n[nH]c4ccccc34)CC2)cc1
    10% | 2% | -1.8% | -1.0% | 0.9% | 9% | 6% | 10% | -4%

(listing goes on)
SMILES | PhoP inhibition | Dengue-2 NS5 capping | CSM14.1 death rescue | West Nile virus CPE | RSV antiviral HEp-2 | SV40 large T antigen | GPR35 arrestin U2OS | MgcRacGAP inhibition | LYP inhibition
FC(F)(F)c1nnc2c(Sc3ccccc3)nc3ccccc3n12 | 1% | -14% | -1.7% | ? | 6.2% | -1% | -8% | 8% | 1%
O=C(COC(=O)C1(c2ccccc2F)CCCC1)NC1CCS(=O)(=O)C1 (centres undefined) | 4% | -5% | -1.3% | 0.1% | 1.2% | 10% | 4% | 5% | -14%
CC1C(=O)N2CCCc3cc(S(=O)(=O)N4CCC(C(N)=O)CC4)cc1c32 (centres undefined) | -8% | 11% | . | 0.5% | 4.3% | 5% | 0% | 4% | -2%
O=C(NCCc1ccccc1)C(=S)N1CCCCC1 | 0% | -5% | 0.3% | 0.0% | 1.9% | 9% | ? | -3% | -9%
CCOc1cccc(C(=O)Nc2cccc(C(=O)NC(C)(C)C)c2)c1 | -3% | -4% | -2.1% | -0.7% | 6.8% | 13% | 2% | 5% | 0%
Cc1ccc(NC2CCCN(C(=O)c3cccc4nccnc34)C2)cc1C (centres undefined) | 2% | 0% | . | 0.4% | 1.8% | 18% | 2% | 9% | -2%
Cn1cc(/C=C(\C(=O)O)C(C(=O)O)=C2CCCCC2)c2ccccc21 | -11% | -2% | 0.4% | 1.1% | -1.2% | 14% | 1% | 5% | 0%
COc1ccc(NC(=O)COC(=O)Cc2ccc(Br)cc2)cc1 | 1% | 2% | -1.1% | -0.4% | 0.1% | 5% | 2% | 1% | -1%
Cc1cc(C)n2c(SCC(=O)Nc3ncc(C(F)(F)F)cc3Cl)nnc2n1 | 1% | -2% | 0.6% | -0.2% | 0.2% | 6% | -3% | 8% | 1%
Cn1c(=O)[nH]c(=O)c2c1nc1n2CCCN1CCc1ccccc1 | 1% | . | -1.7% | 0.5% | 0.4% | 17% | 8% | 9% | 3%
O=c1oc2ccc(Cl)cc2cc1-c1nnc(Nc2cccc(C(F)(F)F)c2)s1 | 1% | -4% | -3.0% | . | 2.7% | 17% | 6% | 1% | -4%
O=C(CC1COc2ccccc2O1)NC1CCCCC1 (centres undefined) | 0% | 4% | 1.2% | 0.1% | 2.7% | 8% | -1% | 14% | -11%
Cc1[nH]c2ccccc2c1/C=N/NC(=O)c1cccc(F)c1 | . | 0% | -1.0% | -0.7% | 4.5% | . | -6% | 7% | -3%
CCCCOC(=O)CSC1=C(C#N)C(c2ccccc2OCC)C(C#N)C(=O)N1 (centres undefined) | 2% | -6% | -8.5% | -0.3% | ? | 9% | -16% | -4% | -7%
O=C(NCc1ccccc1)NC(O)C(Cl)(Cl)Cl (centres undefined) | 8% | -2% | 0.8% | -0.1% | -0.7% | 6% | 5% | -3% | -6%
COc1ccc(CCC(=O)OCC(=O)Nc2c(C)nn(-c3ccccc3)c2C)cc1 | 10% | 0% | . | . | -0.6% | 6% | . | 6% | .
COc1ccccc1NC(=O)CSc1nn2c(=O)c(C)nnc2s1 | 0% | -1% | . | -0.6% | 2.7% | 31% | 3% | 8% | -11%
N#Cc1ccccc1NC(=O)C1CC(=O)N(c2ccc3c4c(cccc24)CC3)C1 (centres undefined) | 6% | -4% | 1.8% | -0.6% | 0.9% | 14% | -12% | 9% | 0%
CCO[C@H]1OC(C(=O)N2CCN(Cc3ccc4c(c3)OCO4)CC2)=C[C@@H](C2CCCCC2)[C@@H]1CCCO | 0% | 1% | 11% | -0.3% | -1.1% | 2% | -7% | 8% | -2%
Clc1ccc(-c2c[n+](Cc3ccc(Cl)cc3Cl)c3n2CCCCC3)cc1 | 125µM* | -2% | . | 0.5% | . | 17% | -12% | 16% | -10%
CC(=O)NCCn1c(SCC(=O)NCCC(C)C)nc2ccccc2c1=O | 7% | -1% | 0.7% | -0.6% | -0.9% | 9% | -12% | 3% | -6%
O=C(NCC(=O)N(c1ccccc1F)C(C(=O)NCC1CCCO1)c1ccccc1)c1ccco1 (centres undefined) | 15% | -1% | -1.2% | 1.3% | 1.8% | 4% | -4% | 3% | -4%
Cc1ccc(-c2nc3ccc(Cl)cc3c(=O)n2O)cc1 | -1% | -2% | . | 0.0% | -2.3% | 1% | -9% | -3% | -8%
Cc1ccc(S(=O)(=O)N2CCC(C(=O)N[C@@H](C)C(=O)NC3CCCCC3)CC2)cc1 | 9% | -3% | -0.3% | -1.0% | 1.4% | 7% | 6% | 6% | -14%
CC(C)Cn1cc(C(=O)N2CCOCC2)c2c3ccccc3n(C)c2c1=O | 8% | -6% | -1.9% | 0.0% | 2.6% | 5% | -4% | -3% | 0%
Cc1c(C)n(CC(O)CN2CCCCCC2)c2ccccc12 (centres undefined) | 15% | 0% | -3.8% | -0.4% | 0.5% | . | 8% | 7% | -5%
COc1ccc(-n2nnnc2CNC(=O)c2ccc3ccccc3c2)cc1 | 0% | 1% | . | . | 2.6% | 9% | . | 11% | .
CCCc1nc(NC(C)=O)c(C#N)c(-c2ccco2)c1CC | 14% | -6% | -0.8% | -0.4% | 3.5% | 6% | -6% | 6% | -7%
COc1ccc(CCC(=O)O)cc1OC | -5% | 0% | . | 0.2% | 1.1% | 18% | 0% | 4% | -9%
O=C1CCC/C1=C/Nc1cccc(F)c1 | 2% | 6% | . | 0.1% | 0.7% | 11% | 7% | 12% | -5%

The final 3 compounds of the part before open the next one.
SMILES | PhoP inhibition | Dengue-2 NS5 capping | CSM14.1 death rescue | West Nile virus CPE | RSV antiviral HEp-2 | SV40 large T antigen | GPR35 arrestin U2OS | MgcRacGAP inhibition | LYP inhibition
CCCc1nc(NC(C)=O)c(C#N)c(-c2ccco2)c1CC | 14% | -6% | -0.8% | -0.4% | 3.5% | 6% | -6% | 6% | -7%
COc1ccc(CCC(=O)O)cc1OC | -5% | 0% | . | 0.2% | 1.1% | 18% | 0% | 4% | -9%
O=C1CCC/C1=C/Nc1cccc(F)c1 | 2% | 6% | . | 0.1% | 0.7% | 11% | 7% | 12% | -5%
CC[n+]1c(/C=C/c2ccc(OC(C)=O)c(OC)c2)ccc2ccccc21 | 3% | 2% | . | -0.3% | 1.1% | 12% | -4% | 27% | -6%
O=C(NC1CCN(Cc2ccccc2)CC1)c1ccc(CS(=O)c2ccc(F)cc2)o1 (centres undefined) | -10% | -1% | . | -0.8% | 2.7% | 8% | 11% | 6% | -8%
O=C(CC(NS(=O)(=O)c1ccc(Cl)cc1)c1ccco1)NCc1ccco1 (centres undefined) | -2% | 5% | 11% | . | 0.8% | 7% | -8% | 8% | -9%
Cc1ccc2c(cnn2C(=O)CCCC(=O)NC(C)c2ccccc2)c1 (centres undefined) | . | 5% | . | -0.4% | 0.5% | 3% | 0% | 21% | -9%
Cc1noc(/C=C/N(C)C)c1S(=O)(=O)NC1CCCCC1 | -15% | -9% | 0.2% | 0.4% | 1.1% | 9% | 6% | 8% | -2%
Cc1ccc(-n2c(CSc3nc(C)cc(C)n3)nnc2SCC(=O)Nc2nccs2)cc1 | 1% | -6% | . | -0.1% | 0.4% | 16% | -11% | 4% | -6%
OCC[C@@H]1C[C@@H](O)[C@H](O)[C@@]2(CCCCO2)O1 | . | 1% | . | -0.4% | 0.8% | 7% | . | 9% | .
O=C(Cc1cccs1)NNC(=S)NCc1ccco1 | -8% | -4% | -0.2% | 0.2% | 0.7% | 6% | -1% | 6% | -4%
CCN1CCN(C(C(=O)NC2CCCC2)c2cc3c(cc2[N+](=O)[O-])OCO3)CC1 (centres undefined) | -4% | 4% | -1.2% | 0.4% | 1.2% | -3% | -6% | 1% | 0%

MgcRacGAP inhibition: entries above that show a hit.
canonical_smiles,PhoP inhibition,Dengue-2 NS5 capping,West Nile virus CPE,RSV antiviral HEp-2,SV40 large T antigen,GPR35 arrestin U2OS,MgcRacGAP inhibition,LYP inhibition
Cc1ccc(OC(=S)Nc2ccc(O)cc2)cc1,8%,-20%,-0.1%,3.4%,13µM*,-11%,32µM*,-7%
